Source: PubChem BioAssay
GCN5L2 inh: qHTS Assay for Inhibitors of GCN5L2. 390,000 tested, 0.21% active. AID 504327, 2011. Histone acetyltransferase KAT2A (Homo sapiens), Q92830. Potency, µM (doses to about 58.9 µM), inactives show top-dose activity change, negative = inhibition, actives largely listed as inhibitors. GCN5L2 HAT assay, ThioGlo1 CoA-SH fluorescence
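Compounds, pin-transferred from DMSO stocks, meet 20nM GCN5L2 for 15 min before the reaction begins with H3(1-25) peptide (75uM) and acetyl-CoA (70uM). Thiol-reactive ThioGlo1 reports CoA release over 20 min at room temperature.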
N370S GC mod: qHTS Assay for Inhibitors and Activators of N370S glucocerebrosidase as a Potential Chaperone Treatment of Gaucher Disease; N370S GC spleen homogenate, 4MU-glucoside fluorescence; Lysosomal acid glucosylceramidase (Homo sapiens), P04062; Potency, µM (titrated, usually from 59.4 µM), without a hit: at the highest dose activity change, negative = inhibition, hits mostly inhibitors; 330,000 tested, 0.092% active;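 note: 0% = full enzyme activity and -100% = no enzyme basal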
FEN1 inhibitor: qHTS Assay for the Inhibitors of Human Flap endonuclease 1 (FEN1); P39748; Recombinant FEN1 flap cleavage, fluorescence, 15 min; Potency, µM (top dose mostly 114 µM), inactives show at the top dose activity change, negative = inhibition, hits mostly inhibitors; 390,000 tested, 0.35% active; note: nearly all actives have a fitted effect of over 65% in size
Target sequence (P39748 whole entry, looked up): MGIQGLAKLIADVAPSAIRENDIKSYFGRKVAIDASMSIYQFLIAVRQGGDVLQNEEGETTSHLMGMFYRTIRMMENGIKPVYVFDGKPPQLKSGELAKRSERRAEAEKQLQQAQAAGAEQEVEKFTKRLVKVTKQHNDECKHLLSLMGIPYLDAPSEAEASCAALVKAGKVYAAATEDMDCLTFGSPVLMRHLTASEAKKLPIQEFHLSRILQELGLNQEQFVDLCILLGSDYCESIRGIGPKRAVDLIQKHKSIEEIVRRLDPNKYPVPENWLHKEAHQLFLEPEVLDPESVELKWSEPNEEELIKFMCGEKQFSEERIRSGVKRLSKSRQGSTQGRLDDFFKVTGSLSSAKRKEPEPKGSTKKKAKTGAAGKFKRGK
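In this screen, 50 nM flap DNA substrate was added to 10 nM FEN1 pretreated with compound for 15 min at room temperature; cleavage was followed with reads at 0 and 15 min, and Hill fitting gave concentration–response parameters.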
An asterisk follows results filed as active; ? = inconclusive; . = no result given; & = joins results of further samples; [ ] = dose if it differs, or a comment. Calls come from the whole dose curve; as a rule, active = well fitted curve in the direction sought with a large enough effect; inconclusive = small, poorly fitted or top-dose-only effect, or another doubt; inactive = no such curve, though single readings can be large; an effect the other way counts as inactive or inconclusive. Unless noted, % is set by controls: 0 for no effect and ±100 for the full control effect; potency is the fitted concentration of half-maximal effect. Some of the compounds tested; the hit share may differ from the screen's.

The line under a structure holds: GCN5L2 inh | N370S GC mod | FEN1 inhibitor
- CCOC(=O)C1(CCCc2ccccc2)CCN(Cc2nccn2CC)CC1
    0% | -15% | -14%
- CCOC(=O)CN(Cc1cc(OC)cc(N(C)C)c1OC)C(=O)C1CC(CO[Si](C)(C)C(C)(C)C)=CN1C(=O)OC(C)(C)C (stereo not given)
    . | -6% | -9%
- CCOc1ccccc1C(=O)NC1CC2CCCC(C1)N2Cc1ccccc1 (stereo not given)
    -2% | 7% | 14%
- O=C(C1CCN(S(=O)(=O)c2cc(Cl)ccc2Cl)CC1)N1CCOCC1
    -10% | -1% | -16%
- CCOC(=O)Cc1csc(NC(=O)CN2CCOCC2)n1
    -9% | 0% | 11%
- CC(C)c1ccc(N(CC(=O)NCc2ccco2)C(=O)CCC(=O)Nc2nccs2)cc1
    0% | -5% | 2%
- COc1ccc(CCNC(=O)CSCc2c(F)cccc2Cl)cc1OC
    -2% | -7% | 11%
- CCOC(=O)C(C)Oc1cccc2c(=O)n(CC(=O)N3CCN(C(=O)OCC)CC3)ccc12 (stereo not given)
    -18% | 21% | 4%
- Cc1c(Nc2ccc3nonc3c2[N+](=O)[O-])c(=O)n(-c2ccccc2)n1C
    -12% | -9% | -5%
- CC(C(=O)NCCC1=CCCCC1)c1ccc([N+](=O)[O-])cc1 (stereo not given)
    -7% | 3% | -4%
- CC(NC(=O)COC(=O)/C=C/c1ccc2c(c1)OCO2)c1ccccc1 (stereo not given)
    -3% | . | 19%
- CN1C(C(=O)NCC2CC2)CC2Cn3c(nc4cc(Cl)c(Cl)cc43)C21 (stereo not given)
    24% | 10% | 5%
- O=C(N/C=C/c1ccco1)Nc1cccc(Cl)c1
    -5% | 0% | 8%
- COc1ccc2c(c1)cc1c(=O)n(CC(=O)NCCCc3ccccc3)nc(C)n12
    -5% | . | -14%
- COc1ccc(-c2onc(C)c2C)cc1S(=O)(=O)N(C)Cc1ccco1
    -7% | . | 8%
- Cc1nc(-c2cccc(NC(=O)c3cc4cc(Br)ccc4oc3=O)c2)cs1
    29% | -1% | -11%
- CCC1(C)Cc2ccccc2-c2nc(NCCCO)[nH]c(=O)c21 (stereo not given)
    -8% | 16% | -7%
- COC(=O)CC(c1ccc(F)cc1)n1c(C)ccc1C (stereo not given)
    -1% | 5% | -8%
- CCCNC(=O)C(Cc1ccc(C(F)(F)F)cc1)NC(=O)c1ccc(C#N)cc1 (stereo not given)
    3% | . | 1%
- Clc1ccc(N/N=C/c2cccnc2)cc1
    1% | -10% | -15%
- N#C/C(=C\c1ccc(-c2ccc(F)cc2F)o1)c1nc2ccccc2[nH]1
    -6% | . | ?
- O=C(O)CCCCCNS(=O)(=O)/C=C/c1ccccc1
    3% | -2% | 2%
- CCOC(=O)c1c(NC(=O)CC2Nc3ccccc3NC2=O)sc(C)c1C (stereo not given)
    -8% | 10% | -3%
- O=C(COC(=O)c1n[nH]c(=O)c2ccccc12)Nc1ccccc1F
    -3% | . | 11%
- CCc1cc2ccccc2nc1Cl
    -3% | 3% | -4%
- CNC(=O)N(O)C1N(/N=C/c2cccs2)C(=S)SC1(C)C (stereo not given)
    2% | -1% | 2%
- C[C@H](N)C(=O)N1CCC(C(=O)N[C@@H](Cc2ccccc2)C(=O)Nc2ccc(F)cc2)CC1
    1% | -17% | 0%
- COc1cccc(-n2c(SCC(=O)Nc3nnc(C)s3)nc3c([nH]c4ccccc43)c2=O)c1
    -1% | . | 14%
- CCC(C)[C@H](NC(=O)NCc1ccco1)C(=O)OC (stereo not given in full)
    -5% | -2% | 13%
- Cc1cc(NC(=O)CN2C(=O)/C(=C/c3cccc(Br)c3)SC2=S)no1
    0% | -6% | 13%
- O=C(O)C1C2C=CC(C2)C1C(=O)Nc1nccs1 (stereo not given)
    -5% | -6% | 13%
- O=C(Nc1ccc2c(c1)OCO2)C1CCN(Cc2cc3c(cc2O)OCO3)CC1
    2% | -8% | 7%
- Cc1cc(C)nc(SCCC(=O)N2CCOCC2)n1
    0% | 0% | -2%
- CNC(=O)c1ccc(NC(=O)COc2ccc(-c3nn(C)c(=O)c4ccccc34)cc2)cc1
    -2% | . | -32%
- CCCCCOc1ccc(N2C(=O)CC(N(O)c3ccccc3)C2=O)cc1 (stereo not given)
    -6% | -14% | -4%
- CC(NC(=O)c1ccccc1)c1nc2ccccc2n1Cc1ccccc1F (stereo not given)
    -7% | 7% | .
- CC12CN3CC(C)(CN(C1)C3c1ccc(Br)cc1O)C2 (stereo not given)
    0% | -7% | -9%
- COC(=O)c1sccc1NC(=O)Nc1cccc(OC)c1
    2% | 2% | -22%
- O=P(COCCOCP(=O)(c1ccccc1)c1ccccc1)(c1ccccc1)c1ccccc1
    -4% | 17% | -4%
- COc1cccc(CN2CCC(Oc3ccc(C(=O)NCc4ccccn4)cc3)CC2)c1
    -2% | -4% | -12%
- CCCOc1ccc(CNC(=O)c2[nH]c3cc(OC)ccc3c2Sc2ccccc2)cc1
    -12% | . | 10%
- CCOC(=O)c1c(C)[nH]c(C)c1S(=O)(=O)N(C)CC(=O)Nc1cccc(Cl)c1C
    -21% | . | 20%
- CC(=O)c1cc(Cl)ccc1OCC(=O)NC1CCCC1
    -7% | -2% | 11%
- COc1ccc(N(CC(=O)NCc2ccccc2OC)S(=O)(=O)c2c(C)nn(C)c2C)cc1
    -1% | -6% | -14%
- Cc1ccc(C(=O)N2CCN(c3ccc([N+](=O)[O-])c(NCc4cccnc4)c3)CC2)cc1
    1% | -13% | 1%
- CCC(C(=O)OCC(=O)N(CC)c1c(N)n(Cc2ccccc2)c(=O)[nH]c1=O)c1ccccc1 (stereo not given)
    -2% | . | 6%
- C=CC[C@H](CC(=O)N(CCO)Cc1ccccc1)C(=O)N[C@H](COC(=O)[C@@H](CC=C)CC(=O)OC(C)(C)C)Cc1ccccc1
    -11% | . | 5%
- O=C(O)CSc1nc2ccccc2o1
    -6% | 3% | -3%
- O=C(Cn1nnc(-c2ccccc2Cl)n1)NCc1ccc2c(c1)OCO2
    -8% | 5% | 8%
- Cc1cc(=O)n2nc(N3CCC(C(=O)N4CCN(C)CC4)CC3)sc2n1
    -1% | -9% | -3%
- COc1ccccc1CNC(=O)C(=O)NCC(c1cccs1)S(=O)(=O)c1cccs1 (stereo not given)
    -4% | . | -14%
- COc1ccc(C(=O)N2CCN(c3ccc(C(C)=O)cc3F)CC2)cc1S(=O)(=O)NC1CC1
    2% | . | -1%
- Cc1cc(C)n(-c2nc3nonc3nc2-n2nc(C)cc2C)n1
    -4% | 18% | 2%
- CC1Oc2ccccc2N(CC(=O)Nc2ccccc2F)C1=O (stereo not given)
    2% | -5% | -2%
- CCC(=O)Nc1ccc(-c2csc(C)n2)cc1
    0% | 23% | -1%
- CONC(=O)C1CCN(C(=O)OCc2ccccc2)CC1
    -17% | -13% | -4%
- CC12CCC(=O)N1C(C(=O)NCCN1C(=O)S/C(=C\c3ccc(F)cc3)C1=O)CS2 (stereo not given)
    -5% | -5% | 5%
- Cc1ccc(-n2c(CCC(=O)O)ccc2-c2cccs2)cc1Cl
    -2% | . | -4%
- Cc1cccc(CN2CCC(CNC(=O)c3c(C)oc4ncnc(N5CCCCC5)c34)CC2)c1
    28% | . | 0%
- O=C(Nc1ccc(S(=O)(=O)Nc2cnc3ccccc3n2)cc1)c1cc(F)c(F)cc1Cl
    -6% | 4% | 6%

Single values from the entries so far.
Result of `Cc1nc(-c2cccc(NC(=O)c3cc4cc(Br)ccc4oc3=O)c2)cs1` under N370S GC mod: -1%
Result of `CCc1cc2ccccc2nc1Cl` under GCN5L2 inh: -3%
Result of `O=C(Nc1ccc(S(=O)(=O)Nc2cnc3ccccc3n2)cc1)c1cc(F)c(F)cc1Cl` under FEN1 inhibitor: 6%

More structures:
The line under a structure holds: GCN5L2 inh | N370S GC mod | FEN1 inhibitor
- O=C(Cn1cc[n+](Cc2ccccc2)c1)c1ccc([N+](=O)[O-])cc1
    0% | -22% | 12%
- Brc1ccccc1C1Nc2cccc3cccc(c23)N1
    -1% | 3% | ?
- Oc1ccccc1-c1cc(-c2ccccc2)n[nH]1
    -12% | . | 6%
- COc1ccc(N(C)S(=O)(=O)c2cccc(C(=O)NC3CCC(C)CC3)c2)cc1 (stereo not given)
    -10% | 7% | -7%
- O=[N+]([O-])c1ccccc1/C=N\N1CCN(Cc2ccccc2Cl)CC1
    -7% | 0% | 4%
- Cn1c(C(=O)OC(C(=O)NC2CCCC2)c2cccnc2)cc2sccc21 (stereo not given)
    2% | 21% | -5%
- O=C(/C=C/c1c(F)cccc1Cl)N1CCOCC1
    -8% | -1% | 0%
- COCCNC(=O)CC(c1ccccc1)c1ccccc1
    1% | . | -1%
- COc1ccc(S(=O)(=O)N2CCOC2CNC(=O)C(=O)NCCCn2ccnc2)cc1OC (stereo not given)
    1% | 3% | 10%
- COc1ccc(C(=O)/C=C/c2cn(CC(O)CN3CCc4ccccc43)c3ccccc23)cc1 (stereo not given)
    -11% | . | -23%
- COc1ccc(N2CCN(c3ccc(NC(=O)C4CCCCC4)cc3C#N)CC2)cc1
    0% | 1% | 3%
- COc1ccc(S(=O)(=O)Nc2ccccc2C(=O)NC(C)C)cc1OC
    -2% | -16% | -3%
- Cc1sc(=NC(=O)c2ccco2)n(C)c1-c1ccc(F)cc1
    0% | 5% | 4%
- Cc1ccccc1Cn1cc(NC(=O)c2noc(C(C)C)c2[N+](=O)[O-])cn1
    -2% | 8% | -3%
- CCS(=O)(=O)N1CCCC(C(=O)NCCc2ccccc2)C1 (stereo not given)
    0% | -6% | -13%
- N[C@@]1(C(=O)O)CN[C@H](C(=O)O)C1
    -12% | 13% | .
- CCN(CC(=O)Nc1ccccc1C(F)(F)F)C(=O)c1cc(S(=O)(=O)N2CCCCCC2)ccc1OC
    -2% | 2% | -10%
- COc1ccc(-c2cc(C(=O)NC3CCCCC3)no2)cc1OC
    1% | -12% | -11%
- CN1CCN(c2cc(-c3ccoc3)ncn2)CC1
    -8% | 13% | .
- CCC(C(=O)Nc1ccc2[nH]ncc2c1)c1ccccc1 (stereo not given)
    -2% | 0% | 8%
- COc1ccccc1N1CCN(C(=O)Cn2c(=O)nc(-c3ccccc3)c3cc(Cl)ccc32)CC1
    5% | . | -1%
- CCN(C(=O)c1cc2cc(OC)ccc2oc1=O)c1ccccc1
    -9% | 11% | -1%
- COc1ccc(NC(=O)N2CC3(CCN(C(=O)c4cc(C(F)(F)F)cc(C(F)(F)F)c4)CC3)C2)cc1
    9% | 14% | .
- Cc1c(C(=O)NCc2ccccc2Cl)sc2nc[nH]c(=O)c12
    -9% | . | 20%
- NC(=O)CSc1nc(-c2ccccc2)nc2ccccc12
    -5% | 4% | 0%
- CCOC(=O)C1CCN(S(=O)(=O)c2ccc3c(c2)CCN3C(C)=O)CC1
    0% | -3% | 10%
- O=C1C(Cl)=C(NCCCN2CCOCC2)C(=O)N1CCc1ccccc1
    -18% | ? | 4%
- Cc1ccc(C(=O)c2c(N)c(C(=O)Nc3ccccc3Cl)c3ccccn23)cc1
    -10% | . | 2%
- CCN(CC)c1ccc(/C=N/n2c(C)cc(C)cc2=O)cc1
    -6% | -6% | -1%
- Cc1ccc(S(=O)(=O)N2CCN(C(=O)COC(=O)c3ccc(Cl)nc3)CC2)c(C)c1
    0% | . | 4%
- Cc1ccc(NC(=O)c2cc3c(s2)CCC3)cc1S(=O)(=O)N1CCOCC1
    -5% | -4% | -19%
- CCc1ccccc1NC(=O)c1ccc(S(=O)(=O)N2CCCC2)cc1
    -2% | -10% | 0%
- O=[N+]([O-])c1cccc(-c2nnc(C34CC5CC(CC(C5)C3)C4)o2)c1
    -4% | 2% | -4%
- CCCCOC(=O)N1CCOCCOCCN(C(=O)OCCCC)CCOCCOCC1
    -1% | 3% | 5%
- C#CCOCCOCCOCCNc1nc(N2CCN(C(=O)[C@H]([C@@H](C)CC)n3cc(CCCCN)nn3)CC2)nc(N2CCN(C(=O)[C@H](C)n3cc(CCCN=C(N)N)nn3)CC2)n1
    0% | -28% | -4%
- CO/N=C/c1ccc(Sc2ccccc2N)c([N+](=O)[O-])c1
    -21% | 0% | 1%
- COc1ccc(C(=O)c2sc(Nc3cc(Cl)ccc3C)nc2N)cc1OC
    -5% | . | -3%
- CCN(CC)CCSC(=O)C(c1ccccc1)c1ccccc1
    ? | -12% | .
- c1ccc(-c2cnnc(SCc3cn4cccnc4n3)n2)cc1
    -2% | 5% | -4%
- c1cncc(CSc2nnc(-c3cccnc3)n2Cc2ccco2)c1
    -4% | -4% | .
- COc1ccccc1CNC(=O)C1CCCN(c2nnc(-n3c(C)ccc3C)s2)C1 (stereo not given)
    0% | . | -15%
- Oc1ccc(C2CNCc3sccc32)cc1O (stereo not given)
    -4%&-2% | -26%&2% | 13%[57.1 µM]
- Cc1ccc(CN(Cc2ccco2)C(=O)c2ccccc2Cl)o1
    -5% | . | 4%
- COc1ccc(CN2CCN(Cc3c[nH]c4ccccc34)CC2CCO)cc1C (stereo not given)
    4% | 3% | 14%
